SIRT5 block: inhibitors of human sirtuin-5 desuccinylase; inhibition, % at 15 µM; Q9NXA8; Purified SirT5, succinyl-peptide AMC, trypsin-coupled fluorescence; 1.1% of 330,000 active; in the data active = inhibition above about 15%
F508del corr: CFTR F508del correction in bronchial cells; CFBE cells, YFP halide quenching; stimulated with forskolin plus potentiator P3; % fluorescence drop versus neutral controls; 0.36% of 350,000 active; AID 720511; activity (quench increase), % at 7.58 µM;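 active = mean added fluorescence quench of at least 8% versus neutral control, with both replicates also reaching 8%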;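 also: cells transiently co-express mutant CFTR-F508del with the halide-sensitive YFP; corrector assay measuring rescue of mutant channel to the surface after 24 h compound exposure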
ERp5 block: blocks human ERp5 reductase activity on insulin. 0.05% of 350,000 active. Q15084. inhibition, % at 9.99 µM. AID 651711. ERp5 insulin aggregation, absorbance 650 nm, 90 min;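 active = mean replicate inhibition above about 25%, with every replicate also reaching it, limit read from the data, passing the limit was not always enough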
DENV2 CPE rescue: inhibitors of DENV2 cytopathic effect; DENV2-infected cells, cytopathic effect rescue, plate reader; CPE inhibition, % at 9.99 µM; 1.7% of 350,000 active; AID 651640; in the data active = CPE inhibition above about 20%, passing the limit was not always enough; tested in BHK-21 cells;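 also: 0% = median of neutral control wells and 100% = median of positive control wells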
The depositor's hits bear a star; nt = no result given. Some of the compounds tested; rates above refer to the full screens.

Results follow in this order: DENV2 CPE rescue, SIRT5 block, F508del corr, ERp5 block
[1] CCCC(=O)N1CC2(CCN(C(=O)C3CCC3)CC2)c2c(n(C)c3cc(OC)ccc23)[C@H]1CO
 : -2, nt, -1.7, nt
[2] O=C(NC[C@H]1N[C@H](CO)[C@@H]1c1ccc(C2=CCCC2)cc1)C1CC1
 : 0, nt, 0.4, nt
[3] COc1ccc2c3c([nH]c2c1)[C@@H](CO)N(Cc1cccc(F)c1)CC31CCN(CC2CC2)CC1
 : -31, nt, -4.0, nt
[4] COc1ccc2c3c(n(C)c2c1)[C@H](CO)N(CC1CC1)CC31CCN(Cc2nccs2)CC1
 : 45*, nt, 1.8, nt
[5] N#C[C@H]1[C@@H](c2ccccc2C2=CCCCC2)[C@H](CO)N1S(=O)(=O)c1cccc(F)c1
 : 3, nt, 0.9, nt
[6] CN1[C@@H]2c3ccc(/C=C/c4ccccc4)c(=O)n3C[C@@H]2[C@@H](CO)[C@@H]1C(=O)NCCN1CCCC1
 : -7, nt, 3.5, nt
[7] COc1ccc2c3c(n(C)c2c1)[C@@H](CO)NCC31CN(Cc2cc(F)ccc2F)C1
 : 31*, nt, 2.1, nt
[8] COCC(=O)N1[C@H](CO)[C@H](c2ccc(C#CCC3CCCC3)cc2)[C@@H]1C#N
 : nt, nt, -0.1, -1
[9] CC(C)NC(=O)N(C)C[C@H]1OCCCC[C@@H](C)Oc2ccc(NS(=O)(=O)c3ccccc3)cc2C(=O)N([C@@H](C)CO)C[C@@H]1C
 : nt, -4, -0.3, nt

4 of these compounds, reformatted.
#5 N#C[C@H]1[C@@H](c2ccccc2C2=CCCCC2)[C@H](CO)N1S(=O)(=O)c1cccc(F)c1
  DENV2 CPE rescue = 3 | SIRT5 block = nt | F508del corr = 0.9 | ERp5 block = nt

#6 CN1[C@@H]2c3ccc(/C=C/c4ccccc4)c(=O)n3C[C@@H]2[C@@H](CO)[C@@H]1C(=O)NCCN1CCCC1
  DENV2 CPE rescue = -7 | SIRT5 block = nt | F508del corr = 3.5 | ERp5 block = nt

#7 COc1ccc2c3c(n(C)c2c1)[C@@H](CO)NCC31CN(Cc2cc(F)ccc2F)C1
  DENV2 CPE rescue = 31* | SIRT5 block = nt | F508del corr = 2.1 | ERp5 block = nt

#8 COCC(=O)N1[C@H](CO)[C@H](c2ccc(C#CCC3CCCC3)cc2)[C@@H]1C#N
  DENV2 CPE rescue = nt | SIRT5 block = nt | F508del corr = -0.1 | ERp5 block = -1

Screening results (PubChem BioAssay)
